GSIS activator – GLuc luminescence reporter in INS-1E cells, primary screen for activators of glucose-dependent secretion of insulin. INS-1E GLuc reporter insulin secretion, 2-3 h. 370,000 compounds, 0.61% hits. AID 743287, 2014. activation, % at 16.6 µM;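 active = lowest replicate activation of at least 40%, so every replicate reaches that level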;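 note: 0% = median of neutral control wells and 100% = median of IBMX positive control wells; some compounds called inactive have numbers as strong as hits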
EWS-Fli inh – EWS/Fli-driven NR0B1 reporter inhibitors, primary screen, A673 cells, NR0B1 luciferase, luminescence, MLPCN library; viability-normalised; inhibition, % at 12.6 µM; 350,000 compounds, 0.67% hits;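 active = mean inhibition of at least 50% after viability correction, with every replicate also passing that limit; inconclusive = mean reaches 50% but only one of two replicates passes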;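 note: firefly luciferase signal divided by Alamar Blue viability fluorescence both relative to DMSO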
FN deposit inh – inhibitors of fibronectin matrix deposition, primary screen, AH1F cells, Alexa488-fibronectin fluorescence, plate reader; AH1F fibroblasts, overnight; AID 743247, 2014; 350,000 compounds, 0.086% hits; inhibition, % at 12.6 µM;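 active = mean inhibition across replicates of 30% or more, regardless of how many single replicates reach that level; inconclusive = mean under 30% yet at least half of replicates reach 30%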;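 note: positive control wells lacked labelled fibronectin entirely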
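Material – AH1F fibroblast monolayer, labelled fibronectin deposition · Reagent – labelled fibronectin 24 nM · Timing – 1 h adhesion, overnight exposure · Measured by – fluorescence at 485 nm excitation, 525 nm emission · Read-out – inhibition of fibronectin deposition signal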
miR-122 sensor – miR-122 Renilla sensor signal increase in Huh7, primary screen, miR-122 inhibitor project, cell-based, single point, plate reader; Huh7 miR-122 Renilla luciferase sensor, 48 h; neutral wells = 0, positive control = 100; activation (reporter increase), % at 12.5 µM; 340,000 compounds, 0.3% hits; AID 602342, 2012;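 active = mean replicate activation score at least 90 and every replicate individually at or above 90; inconclusive = only one of the two criteria met; inactive = neither criterion met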;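 note: higher luciferase means less miR-122 activity so hits act as miR-122 inhibitors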
CFTR F508del cor – F508del CFTR correction, initial screen, CFBE line, single point | AID 720511, 2013 | 350,000 compounds, 0.36% hits | activity (quench increase), % at 7.58 µM | CFBE cells, YFP halide quenching; stimulated with forskolin plus potentiator P3; % fluorescence drop versus neutral controls;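 active = mean added fluorescence quench of at least 8% versus neutral control, with both replicates also reaching 8%; inconclusive = only one of the mean or replicate conditions met; inactive = mean below 8% and not both replicates reaching 8%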;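 note: cells transiently co-express mutant CFTR-F508del with the halide-sensitive YFP; corrector assay measuring rescue of mutant channel to the surface after 24 h compound exposure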
DENV2 CPE rescue – inhibitors of DENV2 cytopathic effect, primary screen, cell-based, plate reader, single concentration; DENV2-infected cells, cytopathic effect rescue; 350,000 compounds, 1.7% hits; CPE inhibition, % at 9.99 µM; in the data active = CPE inhibition above about 20%, passing the limit was not always enough; inconclusive = no clear call, values can overlap the other calls; tested in BHK-21 cells;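 note: 0% = median of neutral control wells and 100% = median of positive control wells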
PAX8 reporter – inhibitors of PAX8-driven TPO luciferase reporter, primary screen, RMG-I cells, single concentration; SteadyGlo, 24 h; inhibition, % at 12.6 µM; 360,000 compounds, 1.2% hits; AID 652154, 2013;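 active = mean replicate inhibition at least 60% with every replicate also reaching 60%; inconclusive = only one of the two criteria is met; inactive = mean below 60% and not all replicates reaching 60%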;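 note: luciferase light reporting Pax8 driven TPO promoter activity; plate controls were median of neutral control wells for no effect and mitoxantrone controls for full effect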
An asterisk follows results filed as active; [ ] = another dose, or the depositor's remark.

How did O=C(C=Cc1ccco1)c1ccc2ccccc2c1 do in these assays?
EWS-Fli inh: 1; FN deposit inh: 6; miR-122 sensor: 5; CFTR F508del cor: -0.4; DENV2 CPE rescue: -3; PAX8 reporter: -137

What do the screens show for `C=CCOc1ccc(C2C(C(=O)c3ccco3)=C(O)C(=O)N2CCCN(CC)CC)cc1` (configuration not stated)?
FN deposit inh: 0; miR-122 sensor: -10; PAX8 reporter: -15

How did CN(Cc1cn(C)nc1-c1ccccc1F)Cc1nccn1C do in these assays?
GSIS activator: 3; EWS-Fli inh: 16; FN deposit inh: -10; miR-122 sensor: -1; CFTR F508del cor: -1.3; DENV2 CPE rescue: 4; PAX8 reporter: 7

What do the screens show for `Cc1ccc(NC(=O)c2ccc(OC(F)F)cc2)cc1S(=O)(=O)N(C)C`?
GSIS activator: 4; EWS-Fli inh: -14; FN deposit inh: -1; miR-122 sensor: 0; DENV2 CPE rescue: -3; PAX8 reporter: -3

What do the screens show for `NS(=O)(=O)c1ccc(CNC(=O)Cc2c(F)cccc2Cl)cc1`?
GSIS activator: -19; EWS-Fli inh: 4; FN deposit inh: -10; miR-122 sensor: 11; CFTR F508del cor: 5.5; DENV2 CPE rescue: -3; PAX8 reporter: 11

What do the screens show for `CCOC(=O)c1ccc2[nH]c3ccccc3c2c1`?
GSIS activator: -4; EWS-Fli inh: -15; miR-122 sensor: 5; CFTR F508del cor: 1.8; DENV2 CPE rescue: -14

Results for COc1ccc(NC(=O)c2cc(-c3ccco3)on2)cc1OC ?
GSIS activator: -21; EWS-Fli inh: -62; FN deposit inh: 7; miR-122 sensor: 1; CFTR F508del cor: -2.3; DENV2 CPE rescue: -3; PAX8 reporter: -38

Results for CN(C)CCCNC(=O)C[C@H]1CC[C@H]2[C@@H](COC[C@H](O)CN2CC2CCCCC2)O1 ?
GSIS activator: 1; EWS-Fli inh: 0; FN deposit inh: -16; CFTR F508del cor: 1.3; DENV2 CPE rescue: inconclusive

How did Cc1ccc(S(=O)(=O)Nc2ccc3c(c2)CC(=O)N([C@@H](C)CO)C[C@@H](C)[C@@H](CN(C)C(=O)Nc2cccc4ccccc24)O3)cc1 do in these assays?
GSIS activator: -1; EWS-Fli inh: -3; miR-122 sensor: -3[16.7 µM]; CFTR F508del cor: -5.4; DENV2 CPE rescue: 9; PAX8 reporter: -22

How did COc1ccc(C(C)(C)C)cc1NC(=O)CCCn1c(=O)oc2ccccc21 do in these assays?
GSIS activator: -27; FN deposit inh: -9; PAX8 reporter: -9

How did COc1ccc(CC(=O)Nc2ccc(C(C)=O)cc2)cc1 do in these assays?
GSIS activator: -7; EWS-Fli inh: -26; FN deposit inh: 5; CFTR F508del cor: 0.8; DENV2 CPE rescue: 0; PAX8 reporter: -24

What do the screens show for `C[C@H](CO)N1C[C@H](C)[C@@H](CN(C)Cc2ccc(C(F)(F)F)cc2)Oc2ccc(NC(=O)CCN3CCOCC3)cc2CC1=O`?
GSIS activator: 1; EWS-Fli inh: 2; miR-122 sensor: 5[16.7 µM]; CFTR F508del cor: -1.4; DENV2 CPE rescue: inconclusive; PAX8 reporter: 11

How did Cc1ccc(-c2nc(N3CCOCC3)sc2C(=O)N2CCOCC2)cc1 do in these assays?
GSIS activator: 11; FN deposit inh: 5; PAX8 reporter: -2

How did C[C@H]1CN([C@@H](C)CO)C(=O)CCCn2cc(nn2)CO[C@@H]1CN(C)C do in these assays?
GSIS activator: 5; EWS-Fli inh: -8; FN deposit inh: 11; miR-122 sensor: -2[16.7 µM]; CFTR F508del cor: 1.9; DENV2 CPE rescue: 0

What do the screens show for `COc1cccc(-c2ccc(C3[C@@H]4CN(S(=O)(=O)Cc5ccccc5)C[C@H]3N4)cc2)c1` (some centres not stated)?
GSIS activator: -14; EWS-Fli inh: 5; FN deposit inh: -2; CFTR F508del cor: -0.1; DENV2 CPE rescue: -3; PAX8 reporter: 21

Results for C/C=C/c1ccc([C@@H]2[C@@H](CO)N3C(=O)CN(C(=O)c4ccccc4)C[C@H]23)cc1 ?
GSIS activator: -7; EWS-Fli inh: -1; CFTR F508del cor: 0.1; DENV2 CPE rescue: 7; PAX8 reporter: -18

How did O=C(c1ccco1)N1CCCC(c2nc3c(nnn3Cc3c(Cl)cccc3Cl)c(=O)[nH]2)C1 (configuration not stated) do in these assays?
GSIS activator: 11; EWS-Fli inh: 8; FN deposit inh: 2; miR-122 sensor: -2; CFTR F508del cor: -1.0; DENV2 CPE rescue: 10; PAX8 reporter: -8

Results for Clc1ccc2c(SCC3CO3)c3ccccc3nc2c1 (configuration not stated) ?
GSIS activator: -14; EWS-Fli inh: -14; FN deposit inh: -1; CFTR F508del cor: 2.9; DENV2 CPE rescue: -1; PAX8 reporter: 4

How did CCn1c2ccccc2c2nc3cc(OC)c(OC)cc3nc21 do in these assays?
FN deposit inh: 35*; miR-122 sensor: -6; PAX8 reporter: -22

What do the screens show for `OC(COc1ccc(F)cc1Cl)CN1CCc2ccccc2C1` (configuration not stated)?
GSIS activator: 6; EWS-Fli inh: 1; FN deposit inh: 5; CFTR F508del cor: 1.9; DENV2 CPE rescue: -2; PAX8 reporter: 1

What do the screens show for `CCC1CC(C(=O)Nc2ccccc2)C(=O)O1` (configuration not stated)?
GSIS activator: 11; EWS-Fli inh: 1; FN deposit inh: 9; miR-122 sensor: 7; CFTR F508del cor: 0.7; DENV2 CPE rescue: 15; PAX8 reporter: -2

What do the screens show for `Cc1ccc(-n2nc(C(=O)NN)c(C)c(C#N)c2=O)cc1Cl`?
GSIS activator: -4; EWS-Fli inh: 36; FN deposit inh: -6; CFTR F508del cor: -1.1; DENV2 CPE rescue: -5; PAX8 reporter: 12

What do the screens show for `COc1ccc(CNC(=O)C[C@H]2C[C@@H]3c4cc(NC(=O)CN(C)C)ccc4O[C@@H]3[C@H](CO)O2)cc1`?
GSIS activator: -1; EWS-Fli inh: -8; miR-122 sensor: -1[16.7 µM]; CFTR F508del cor: -2.8; DENV2 CPE rescue: 5; PAX8 reporter: -16

How did COCC#Cc1ccc([C@H]2[C@@H](CO)N3C(=O)CN(C(=O)C4CC4)C[C@@H]23)cc1 do in these assays?
GSIS activator: 12; EWS-Fli inh: -5; FN deposit inh: 5; CFTR F508del cor: -0.4; DENV2 CPE rescue: -7; PAX8 reporter: 7

How did COc1cccc(C(=O)N2C[C@@H]3[C@H](c4ccccc42)[C@@H](CO)N3Cc2ccccc2Cl)c1 do in these assays?
GSIS activator: -1; EWS-Fli inh: 3; miR-122 sensor: 29[16.7 µM]; CFTR F508del cor: 0.6; DENV2 CPE rescue: 10; PAX8 reporter: 31

What do the screens show for `Nc1nc(SCc2ccccn2)c2ncn(C3OC(CO)C(O)C3O)c2n1` (configuration not stated)?
GSIS activator: 6; EWS-Fli inh: 1; FN deposit inh: 2; CFTR F508del cor: 1.4; DENV2 CPE rescue: -1

What do the screens show for `CC(C)Cc1nc2c(nnn2Cc2ccccc2F)c(=O)[nH]1`?
GSIS activator: 36; EWS-Fli inh: 0; FN deposit inh: 3; miR-122 sensor: 2; CFTR F508del cor: 3.1; DENV2 CPE rescue: -3; PAX8 reporter: 17

Results for O=C(Nc1cccc([N+](=O)[O-])c1)C1CC(=O)N(C2CCCCC2)C1 (configuration not stated) ?
GSIS activator: -5; EWS-Fli inh: -1; CFTR F508del cor: -0.2; DENV2 CPE rescue: 5; PAX8 reporter: 3

How did Cc1ccc2c(c1)NC(=O)C(CC(=O)NCCCN1CCN(c3cc(C)ccc3C)CC1)O2 (configuration not stated) do in these assays?
GSIS activator: -20; EWS-Fli inh: 21; FN deposit inh: 6; miR-122 sensor: -5; CFTR F508del cor: 0.9; DENV2 CPE rescue: 4; PAX8 reporter: 15

Results for COc1ccc(NC(=S)N2CCCCC2c2cccnc2)cc1 (configuration not stated) ?
GSIS activator: -5; EWS-Fli inh: -4; FN deposit inh: 0; miR-122 sensor: -7; CFTR F508del cor: -0.3; DENV2 CPE rescue: 2; PAX8 reporter: -17

What do the screens show for `Nc1nnc(CCCCCc2nnc(N)s2)s1`?
GSIS activator: 5; EWS-Fli inh: 0; FN deposit inh: -22; CFTR F508del cor: -0.2; DENV2 CPE rescue: -1; PAX8 reporter: 10

Results for CN(C[C@@H]1N[C@H](CO)[C@@H]1c1ccc(C2=CCCC2)cc1)S(C)(=O)=O ?
GSIS activator: 4; EWS-Fli inh: -1; FN deposit inh: -3; miR-122 sensor: 43[16.7 µM]; CFTR F508del cor: -7.2; DENV2 CPE rescue: 4; PAX8 reporter: -51

How did Cc1c(S(=O)(=O)N2CCN(c3ccc(F)cc3)CC2)c(=O)n(C)c(=O)n1C do in these assays?
GSIS activator: 10; EWS-Fli inh: -8; miR-122 sensor: -8; CFTR F508del cor: 1.2; DENV2 CPE rescue: 2; PAX8 reporter: -4

What do the screens show for `C[C@@H]1CN([C@H](C)CO)C(=O)c2cc(C#CC3CCCCC3)cnc2O[C@@H]1CN(C)S(=O)(=O)c1ccccc1`?
GSIS activator: -41; EWS-Fli inh: 16; miR-122 sensor: -2[16.7 µM]; CFTR F508del cor: 0.1; DENV2 CPE rescue: 19

What do the screens show for `CCCCCCc1cc2cc(C(=O)Nc3ccc(OC)cc3)c(=O)oc2cc1O`?
GSIS activator: 16; EWS-Fli inh: 9; FN deposit inh: 0; CFTR F508del cor: 3.1; DENV2 CPE rescue: -1; PAX8 reporter: 2

Looked up by structure from the entries so far, six records:
Results for O=C(Nc1cccc([N+](=O)[O-])c1)C1CC(=O)N(C2CCCCC2)C1 (configuration not stated) ?
GSIS activator: -5; EWS-Fli inh: -1; CFTR F508del cor: -0.2; DENV2 CPE rescue: 5; PAX8 reporter: 3

What do the screens show for `Nc1nc(SCc2ccccn2)c2ncn(C3OC(CO)C(O)C3O)c2n1` (configuration not stated)?
GSIS activator: 6; EWS-Fli inh: 1; FN deposit inh: 2; CFTR F508del cor: 1.4; DENV2 CPE rescue: -1

What do the screens show for `CC(C)Cc1nc2c(nnn2Cc2ccccc2F)c(=O)[nH]1`?
GSIS activator: 36; EWS-Fli inh: 0; FN deposit inh: 3; miR-122 sensor: 2; CFTR F508del cor: 3.1; DENV2 CPE rescue: -3; PAX8 reporter: 17

What do the screens show for `CCC1CC(C(=O)Nc2ccccc2)C(=O)O1` (configuration not stated)?
GSIS activator: 11; EWS-Fli inh: 1; FN deposit inh: 9; miR-122 sensor: 7; CFTR F508del cor: 0.7; DENV2 CPE rescue: 15; PAX8 reporter: -2

How did COCC#Cc1ccc([C@H]2[C@@H](CO)N3C(=O)CN(C(=O)C4CC4)C[C@@H]23)cc1 do in these assays?
GSIS activator: 12; EWS-Fli inh: -5; FN deposit inh: 5; CFTR F508del cor: -0.4; DENV2 CPE rescue: -7; PAX8 reporter: 7

Results for COc1ccc(NC(=S)N2CCCCC2c2cccnc2)cc1 (configuration not stated) ?
GSIS activator: -5; EWS-Fli inh: -4; FN deposit inh: 0; miR-122 sensor: -7; CFTR F508del cor: -0.3; DENV2 CPE rescue: 2; PAX8 reporter: -17

Source: PubChem BioAssay
